NALP3 yeast inh: NALP3 inflammasome inhibitors in reconstituted yeast, primary screen, luminescence, uHTS; Yeast reconstituted NLRP3/ASC/caspase-1, beta-gal luminescence, 24 h; inhibition, % at 10 µM; hit rate 0.39% among 330,000;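 active = inhibition of 50% or more; inactive = inhibition below 50%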;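 also: plate controls were induced DMSO wells for no effect and uninduced yeast grown without galactose for full effect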
tim23-1 inh: growth inhibitors of tim23-1 mutant yeast, primary screen, luminescence, uHTS; S. cerevisiae tim23-1 growth, BacTiter-Glo luminescence, 24 h; inhibition, % at 20 µM; hit rate 1.3% among 330,000;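 active = growth inhibition of the mutant yeast at or above 50%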;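 also: temperature-sensitive mutant grown at 25 °C; plate controls were DMSO-treated mutant yeast for no effect and medium wells lacking yeast for full effect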
GRIN3A LBD mod: binders of NR3A ligand-binding domain, primary screen, biophysical, differential scanning fluorimetry, uHTS | hit rate 2.5% among 340,000 | NR3A LBD differential scanning fluorimetry, Tm shift; 0% = protein alone, 100% = glycine-bound protein | Tm shift relative to glycine control, % at 25 µM | AID 1259313, 2017;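 active = melting temperature shift of at least 10% of the positive control shift, at one fixed dose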
APJ antagonist: antagonists of human apelin receptor APJ, primary screen, CHO-K1 cells, beta-arrestin complementation, luminescence; P35414; inhibition, % at 20 µM; hit rate 0.32% among 330,000; AID 2521, 2010;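 active = inhibition above about 40% at 20 µM, limit read from the data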;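 also: cells challenged with 10 nM apelin-13 agonist together with compound; plate controls were apelin-13 plus DMSO wells for no effect and DMSO wells lacking apelin-13 for full effect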
Target sequence (P35414 whole entry, looked up): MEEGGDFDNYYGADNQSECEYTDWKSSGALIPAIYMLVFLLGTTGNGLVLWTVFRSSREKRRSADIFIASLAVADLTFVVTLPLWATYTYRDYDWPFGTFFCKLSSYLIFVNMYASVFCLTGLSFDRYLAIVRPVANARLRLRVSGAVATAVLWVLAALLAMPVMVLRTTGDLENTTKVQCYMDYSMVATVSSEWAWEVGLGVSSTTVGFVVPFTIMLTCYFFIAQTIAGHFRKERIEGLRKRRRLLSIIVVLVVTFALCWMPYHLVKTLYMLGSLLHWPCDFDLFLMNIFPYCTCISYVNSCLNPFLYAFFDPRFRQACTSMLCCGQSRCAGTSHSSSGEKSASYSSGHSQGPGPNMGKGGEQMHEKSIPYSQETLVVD
MPTP block: mitochondrial permeability transition pore inhibitors, primary screen, biochemical, isolated mouse mitochondria, absorbance; hit rate 1.4% among 360,000; Ca2+ swelling absorbance, 30 min; inhibition, % at 10 µM; AID 602449, 2012;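 active = inhibition of 50% or more, scaled per plate between neutral and stimulator controls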;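 also: 0% = DMSO wells given calcium and 100% = 1 mM EGTA wells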
tim10-1 inh: growth inhibitors of tim10-1 mutant yeast, primary screen, luminescence, uHTS. S. cerevisiae tim10-1 ts strain growth, BacTiter-Glo, 24 h. inhibition, % at 20 µM. hit rate 2.2% among 330,000. AID 463190, 2010;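 active = inhibition of at least 40%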;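 also: mutant grown at 25 °C; 0% = DMSO wells with yeast and 100% = wells holding no yeast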
TIM10 inh: growth inhibitors of isogenic TIM10 control yeast, primary screen, counter-screen for tim10-1 yeast inhibitor project, luminescence, uHTS. S. cerevisiae TIM10 strain growth, BacTiter-Glo luminescence, 24 h. inhibition, % at 10 µM. hit rate 1.4% among 330,000. AID 463195, 2010;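 active = inhibition of 40% or more at the single tested concentration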;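 also: wild-type TIM10 isogenic control strain grown at permissive 25 °C; 0% = DMSO yeast wells and 100% = minimal medium wells without yeast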
APJ ag: agonists of human apelin receptor APJ, primary screen, CHO-K1 cells, PathHunter beta-arrestin, luminescence. AID 2520, 2010. activation, % at 20 µM. hit rate 0.11% among 330,000. 0% DMSO wells, 100% apelin. P35414;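 active = activation more than six SD over the plate average, tested at 20 µM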;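 also: 0% = DMSO alone and 100% = apelin-13 at 10 nM; some results filed as inactive read as strong as hits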
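Assay system: CHO-K1 APJ beta-arrestin complementation cell line / Compound: single test compound dose, 20 µM final, 1% DMSO / Times: overnight seeding, 90 min compound at 25 °C, 1 h detection / Technique: beta-gal luminescence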
MIN6 prolif: inducers of MIN6 beta-cell proliferation, primary screen, ATP luminescence, uHTS | AID 2380, 2010 | hit rate 0.29% among 330,000 | proliferation, % at 10 µM | MIN6 cells proliferation, ATPlite luminescence, 48 h; cells starved in 0.2% serum; 100% = growth in 10% serum;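 active = compounds whose signal lies at least 3.5 SD above the mean of all wells on their plate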;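 also: 0% = DMSO-treated cells in low-serum medium and 100% = 10% serum control; some compounds called inactive have numbers as strong as hits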
* = called active by the depositor; . = no result given. Rows are unselected; 7.2% or so of the library scored in one or more.

no.	SMILES	NALP3 yeast inh	tim23-1 inh	GRIN3A LBD mod	APJ antagonist	MPTP block	tim10-1 inh	TIM10 inh	APJ ag	MIN6 prolif
1	COc1ccccc1CNC(=O)CS(=O)(=O)Cc1ccccc1	8	13	0	13	0.0	3	1	-8	-2
2	O=C(O)CCC(=O)CCC(=O)c1ccc(Cl)cc1	21	14	4	17	0.2	18	15	-1	-1
3	COc1ccc(S(=O)(=O)N(CCc2ccccc2)CC(=O)O)cc1C	7	10	2	12	-2.1	10	-8	-4	-2
4	COC(=O)c1ccc(C(=O)OC)c(NC(=S)N2CCC(C(N)=O)CC2)c1	-2	4	-2	16	-0.3	-1	-8	-2	-4
5	CC(=O)c1cccc(NS(C)(=O)=O)c1	1	14	0	5	1.7	4	-18	-4	2
6	C=CCN1C(=O)C(=O)N(CC(=O)c2ccc3c(c2)CCCC3)C1=O	13	15	-3	3	0.1	9	1	-5	-3
7	O=c1ccc(-c2ccc(S(=O)(=O)Nc3ccc(F)cc3)o2)n[nH]1	13	15	6	-24	-0.7	-9	2	-2	-3
8	CC(C)Cc1nn2c(=O)cc(COc3ccc(NC(=O)c4ccco4)cc3)nc2s1	21	9	-7	-14	-1.2	19	17	-3	1
9	COc1cccc(-n2c(C)nnc2SCC(=O)Nc2ccccc2N2CCOCC2)c1	8	1	-2	11	2.2	5	8	0	-2
10	CCCC(=O)NC(C)c1nc(-c2ccc(C)cc2)no1 (centres undefined)	14	1	-2	1	-1.5	-9	1	9	-4

The closing 2 records of the section above lead into the next:
no.	SMILES	NALP3 yeast inh	tim23-1 inh	GRIN3A LBD mod	APJ antagonist	MPTP block	tim10-1 inh	TIM10 inh	APJ ag	MIN6 prolif
9	COc1cccc(-n2c(C)nnc2SCC(=O)Nc2ccccc2N2CCOCC2)c1	8	1	-2	11	2.2	5	8	0	-2
10	CCCC(=O)NC(C)c1nc(-c2ccc(C)cc2)no1 (centres undefined)	14	1	-2	1	-1.5	-9	1	9	-4
11	O=C(O)CCNS(=O)(=O)c1ccc2c(c1)Cc1ccccc1-2	18	-17	-2	16	-0.7	-11	-7	0	-2
12	O=C(NCCc1ccccc1)C1CCC(CNc2nc(=S)[nH]c3ccccc23)CC1 (centres undefined)	11	-9	0	-10	0.7	-35	-5	-3	-5
13	CCOc1ccccc1-c1nnc(CS(=O)(=O)c2ccccc2)o1	-8	23	1	13	0.7	27	-3	-2	0
14	Cc1cccc(C)c1NC(=O)C1c2cccc[n+]2CC(=O)N1Cc1cccs1 (centres undefined)	-4	10	-2	3	0.0	14	4	-2	-2
15	COc1ccc(-c2csc(C)n2)cc1Br	17	20	-3	-27	-3.1	36	-7	-3	-5
16	COc1cccc(NC(=O)C2CCCN(S(=O)(=O)c3cccc4cccnc34)C2)c1 (centres undefined)	-2	24	0	10	-1.0	20	8	-3	1
17	CC1CCC(NC(=O)c2ccc(NC3=NC4CS(=O)(=O)CC4S3)cc2)CC1 (centres undefined)	4	13	-1	-3	0.7	22	-6	1	6
18	CCCCNC(=O)CCCn1c(=O)[nH]c2ccc(Br)cc2c1=O	-6	13	-1	12	-0.7	23	15	-2	-1
19	Cc1ccc(NC(=O)CCC(=O)NNS(=O)(=O)c2ccccc2)c(C)c1	7	-1	0	1	-1.5	-6	-6	-1	2
20	CC(C)(C)OC(=O)N1CCC(Cc2cc(-c3ccc(Cl)cc3)no2)(C(=O)O)CC1	7	21	-1	5	-1.7	6	6	7	2
21	CC1=NN(C(=O)c2ccccc2-n2cccc2)C(O)(C(F)(F)F)C1 (centres undefined)	9	-3	-1	-11	-1.2	1	-16	-1	3
22	CN(c1ccccc1)c1nccc(=O)[nH]1	-6	-3	-1	12	-0.1	-5	15	2	0
23	Nc1ccc2c(c1)nc(Cc1ccccc1)n2CCO	-6	13	1	2	0.9	0	-4	-4	-1
24	CCCC(=O)NCCc1ccc(S(N)(=O)=O)cc1	-2	-3	-1	15	1.8	7	-5	-2	5
25	CCOC(=O)N1CCC(NC(=O)C2CCCN(S(=O)(=O)c3ccc4c(c3)oc(=O)n4C)C2)CC1 (centres undefined)	14	7	0	-2	-0.5	8	8	-2	0
26	COc1ccc(C2c3c4c(n(C)c3CCN2C)CCN(C)C4c2ccc(OC)cc2)cc1 (centres undefined)	9	28	0	4	2.0	0	-18	-1	-4
27	CC(C)Oc1ccc(S(=O)(=O)N2CCOCC2)cc1NC(=O)CCCSc1ccccc1	17	21	1	14	-0.4	24	16	-4	-4
28	O=C(NCc1ccco1)c1ccc(N2CCOCC2)c([N+](=O)[O-])c1	13	-7	-2	8	-0.5	13	4	-2	-1
29	COc1ccc2c(c1)[C@H]1[C@H](CO2)[C@H](c2ccccc2)[C@]2(C)C(=O)N(CC3CCCO3)CC(=O)N12 (some centres undefined)	11	8	1	24	1.0	3	12	-2	-2
30	CCOCN(C(=O)Cn1c(COC)nc2ccccc21)c1c(C)cccc1CC	12	31	-3	4	1.1	30	28	-5	-4
31	C#CCOCCOCCOCCNc1nc(N2CCN(C(=O)[C@H](CCC(=O)O)n3cc(C(N)CO)nn3)CC2)nc(N2CCN(C(=O)[C@H](CCC(=O)O)n3cc(C(N)[C@H](C)CC)nn3)CC2)n1 (some centres undefined)	9	0	-3	-7	-1.5	5	2	-2	-4
32	O=C(CN(C(=O)c1cc2c(s1)CCC2)C1CCCC1)NCc1cccs1	22	20	1	9	0.4	2	2	-4	1
33	COc1ccc(CNCc2ccccc2C(F)(F)F)cc1	6	1	-2	2	-0.2	-10	-3	-4	-1
34	CC1CCCCN1C(=O)C1CCN(S(=O)(=O)c2ccc(-n3cnnn3)cc2)CC1 (centres undefined)	13	15	3	3	-2.5	1	-21	-2	-4
35	C/C(=N\NC(=O)c1cc(-c2cccnc2)nc2ccccc12)c1ccccc1O	2	18	-7	0	-0.2	5	-19	-4	-4
36	CCOC(=O)N1CCN(Cc2cn[nH]c2-c2cccc3ccccc23)CC1	1	12	-1	-15	0.7	4	2	-1	0
37	CC1CCC(C(C)C)C(OP(=O)(c2ccc(N(C)C)cc2)C(O)c2cccnc2)C1 (centres undefined)	8	6	.	-1	.	22	28	-4	-5
38	CC(C)Cn1c(N)c(C(=O)NCc2cccs2)c2nc3ccccc3nc21	6	60*	19*	39	5.3	44*	31	-11	-6
39	COC(=O)c1ccc(COc2cccc3c2CCN(Cc2ccccc2)C3=O)o1	20	25	2	4	-1.2	9	24	-3	1
40	Cc1cc(NS(=O)(=O)c2ccc(OCCNS(C)(=O)=O)cc2)no1	9	17	-3	-4	0.6	-10	6	3	-2
41	CC1=C/C(=N\OC(=O)/C=C/c2ccccc2)C(C)=CC1=O	1	37	-1	-15	1.2	46*	43*	2	-1
42	CCCN(CC(=O)Nc1ccccc1OC)C(=O)c1cccc(S(=O)(=O)NCc2ccccc2)c1	21	9	6	16	-1.0	-3	-9	-3	1
43	CN(C)N=Nc1ccc2nc[nH]c2c1	-7	-4	-1	-42	0.4	4	10	5	-1
44	CC1=C(C(=O)N2CCCC(N3CCN(c4cccc(C(F)(F)F)c4)CC3)C2)OCCO1 (centres undefined)	8	15	1	21	1.4	8	-2	-3	-2
45	N#CC1(C#N)C(c2ccccc2)OC23CCCCCC2C1(C#N)C(=N)O3 (centres undefined)	0	8	-6	-5	-0.8	10	8	-1	0
46	O=C(COC(=O)c1cc(S(=O)(=O)N2CCOCC2)ccc1Cl)Nc1ccccc1Cl	13	33	1	-11	-1.8	21	13	-5	7
47	CC(=O)Nc1cccc(Oc2ccc3c(c2)C(=O)NC3=O)c1	21	3	-1	13	0.5	1	2	0	-2
48	CC(C)(C)c1cc(NC(=O)COC(=O)c2ccc3c(=O)n4c(nc3c2)CCC4)n(-c2ccccc2)n1	1	13	-1	12	0.3	2	12	1	0
49	CC(=O)N1CCN(C(=S)Nc2ccc(Oc3ccccc3)cc2)CC1	17	8	-1	11	-6.0	-9	-1	-1	-3
50	O=C(CN(c1ccc(F)cc1)S(=O)(=O)c1ccccc1)NCCSC1CCCCC1	-4	13	-15	3	3.0	-2	-1	-1	-4
51	Cc1nn(CCOc2ccccc2)c(=O)n1-c1ccccc1	4	8	1	12	-1.1	4	-2	-3	1
52	O=C(NC1CCCCCC1)c1cc(S(=O)(=O)N2CCOCC2)ccc1N1CCCCC1	7	24	1	0	3.4	23	44*	-3	-4
53	Fc1ccc(Cn2nnnc2CN2CCN(C3CCCC3)CC2)cc1	19	3	3	-2	-2.4	-10	1	-2	-2
54	Cc1cc(C)nc(NC(=O)/C=C/c2ccccc2Cl)c1	-5	44	-13	12	29	34	39	-4	-3
55	CCCc1cc(C(=O)Nc2sc(C)c(CC)c2C#N)no1	38	43	1	25	0.7	19	0	-3	-4
56	CCOC(=O)C(NC(=O)c1ccccc1)=C1CCCCC1	26	10	-4	16	0.0	19	7	-3	1
57	COC(=O)Cc1ccc(OC(=O)c2cccc(S(=O)(=O)N3CCN(C)CC3)c2)cc1	8	7	1	7	-2.9	1	-8	0	-1
58	Cc1ccc2[nH]c(=O)c(CN(C(=O)c3cccc([N+](=O)[O-])c3)C(C)C)cc2c1	2	13	-1	-3	0.0	15	-10	-4	-1
59	CNC(=O)c1c(NC(=O)CS(=O)(=O)c2ccccc2)sc(C)c1C	12	-2	1	-61	-0.5	-8	15	5	-4
60	COC(=O)/C=C1\S/C(=N/N=C/c2ccc(Cl)cc2)NC1=O	6	11	-2	-1	16	7	-4	-6	-5

(next part)
no.	SMILES	NALP3 yeast inh	tim23-1 inh	GRIN3A LBD mod	APJ antagonist	MPTP block	tim10-1 inh	TIM10 inh	APJ ag	MIN6 prolif
61	Cc1ccc(S(=O)(=O)Nn2c(C)nnc2-n2nc(C)cc2C)cc1	10	9	-10	13	-3.5	5	-8	-4	-2
62	Cc1ccc(S(=O)(=O)N2CCC(C(=O)OCC(=O)N(C)c3ccccc3)CC2)cc1C	24	10	1	5	-2.8	16	23	-3	10
63	Cc1ccc(S(=O)(=O)NCCCN2CCCC2)cc1	-4	0	0	21	-1.5	-9	7	-2	0
64	CC(/C=N/NC(=O)Cn1nnc(N)n1)=C\c1ccc(C(C)C)cc1	24	23	1	-37	2.3	28	15	4	-2
65	CCNCc1cc2cc(C)ccc2[nH]c1=O	17	2	-3	-14	-0.3	14	-2	-4	-2
66	Cc1ccc(NC(=O)c2c(O)c3ccccc3n(C)c2=O)nc1	5	2	2	-22	1.2	-3	4	15	-3
67	Cc1cc(C)c2sc(N(CCCN(C)C)C(=O)c3ccc(S(=O)(=O)N(C)Cc4ccccc4)cc3)nc2c1	21	2	0	32	82*	39	27	-7	-7
68	CS(=O)(=O)N1CCN(c2ccc(NC(=O)CSc3nnc(-c4ccco4)o3)cc2)CC1	5	-17	-1	6	3.0	-22	-10	0	0
69	O=C1N/C(=C/c2ccco2)C(=O)N1Cc1ccccc1F	1	-13	-2	18	0.0	9	-28	-2	0
70	COc1ccc(N2CCN(S(=O)(=O)c3cccs3)CC2)cc1	35	26	2	-11	0.5	25	16	0	4
71	COc1ccc(CC(=O)NNC(=S)Nc2ccccc2)cc1Cl	16	3	-12	3	-1.5	8	1	-2	1

Screens (PubChem BioAssay)
